P. falciparum M1AAP – P. falciparum M1AAP inhibitors, biochemical, fluorogenic H-Leu-NHMec substrate, 1536-well (AID 1445). Aminopeptidase N (Plasmodium falciparum (isolate 3D7)). recombinant M1AAP, H-Leu-NHMec fluorogenic kinetic assay; higher % means a stronger effect. inhibition, % at 30 µM; hits with a dose series show IC50 in µM. actives 0.42% (n = 220,000);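 active means primary inhibition above the hit cutoff, then over 50% inhibition at one or more dose response concentrations, cut at about 23% in these data, passing the limit was not always enough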;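 further: plate controls were DMSO full reaction for no effect and no enzyme background for full effect; strong numbers were not always called active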
Autophagy mod – autophagy modulators in MEF cells, primary screen, imaging, high-content, MEF GFP-LC3 | MEF GFP-LC3 puncta imaging; test concentration mostly 10 µM | calls only at 10 µM (by protocol) | actives 0.98% (n = 190,000);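 active means percentage of spot-positive cells more than 3 SD above its plate mean, without a fluorescence outlier flag or 80% toxicity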;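 further: spot-positive cell cutoff set from DMSO-treated cells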
Dynein transport – inhibitors of GR-EGFP nuclear translocation, primary screen, dynein cargo transport inhibitor project, imaging, high-content, 3617.4 mouse cells | AID 1381, 2008 | actives 0.47% (n = 220,000) | test concentration mostly 20 µM; stimulated with dexamethasone, 1 µM; active compounds read low | z-score, hits read low;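 active means plate z-score of nuclear minus cytoplasmic receptor signal below a set negative limit, without overly bright fluorescence or cell loss, cut at about -3.5 in these data, passing the limit was not always enough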;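 further: z-score of nuclear minus cytoplasmic ring GR-EGFP intensity difference per well; some compounds called inactive have numbers as strong as hits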
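Buffer or medium: tetracycline-free induction medium containing charcoal-stripped FBS / Reagent: dexamethasone agonist, 1.0 µM final, for 30 min / Technique: automated 10x imaging of fixed Hoechst-stained cells / Times: induction 48 h, compound 1 h, agonist 30 min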
P. falciparum M17LAP – P. falciparum M17LAP inhibitors, primary screen, biochemical, fluorogenic H-Leu-NHMec substrate, 1536-well (AID 1619); recombinant M17LAP, H-Leu-NHMec fluorogenic kinetic assay; higher % means a stronger effect; inhibition, % at 30 µM; hits with a dose series show IC50 in µM; actives 0.38% (n = 220,000);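 active means compound inhibiting the enzyme by more than half at any dose during confirmatory dose-response retesting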;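 further: plate controls were full reaction with DMSO carrier for no effect and no enzyme background for full effect; strong numbers were not always called active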
b-catenin transl – modulators of beta-catenin nuclear translocation, primary screen, imaging, HeLa cells, immunofluorescence, high-content. nuclear translocation activity, % at 5 µM. actives 0.3% (n = 190,000);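 active means nuclear translocation activity above 50% at 5 µM, with a well cell count of 50 or more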;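 further: per-cell ratio of nuclear to cytoplasmic median beta-catenin stain intensity; plate controls were DMSO negative control for no effect and GSK-3 inhibitor IX positive control for full effect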
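assay system = human HeLa cells, endogenous beta-catenin | times = compound treatment 24 h, 37°C, 5% CO2 | detection = Anti-beta-catenin immunofluorescence on PFA-fixed, Triton-permeabilized cells, DAPI nuclei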
WT yeast gro inh – growth inhibition of WT strain, primary screen, mitochondrial fusion inhibitor project, WT and mutant strains, chemical genetic; AID 1362, 2008; mitochondrial fusion phenotypic screen; actives 2.1% (n = 190,000); inhibition, % at 10 µM; in the data active means inhibition above about 58%; tested in S. cerevisiae
T cell modulator – modulators of CD8 T cell-vesicle binding, primary screen, mouse 2C CD8+ T cells, flow cytometry. 2C CD8+ T cell-vesicle binding; active compounds read low. actives 0.068% (n = 330,000). AID 2052, 2009. calls only at 7 µM;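 active means response, share of CD8 T cells binding vesicles, and their 90th percentile fluorescence all below set limits, cut at about 80% in these data, passing the limit was not always enough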
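Assay system: 2C TCR transgenic mouse naive CD8+ T cells, MACS-purified | Read-out: CD8+ gate FL2 mean fluorescence as % of same-row positive control | Signal: High-throughput flow cytometry with anti-B7-1 and anti-CD8 staining | Timing: Binding step 1.5 h, 37 °C, antibody labelling 20 min, ice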
Yfh1-off respiration – enhancers of respiration in Yfh1-depleted yeast, dose response, Friedreich's ataxia, plus single-dose screen (AID 1465); S. cerevisiae Yfh1-off respiration, WST-1 reduction, 72 h; higher fold induction means a stronger effect; fold induction at 50 µM; hits with a dose series show EC50 in µM; actives 0.074% (n = 220,000);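 active means fold induction of absorbance versus untreated yeast above a set limit, then at least 30% activation at any dose in follow-up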;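 further: activators that raise dye reduction in frataxin-depleted yeast; strong numbers were not always called active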
MT stabilize HCS – microtubule stabilizers in HeLa cells, primary screen, imaging, high-content imaging. HeLa tubulin immunostaining HCS, 24 h; share of cells brighter than vehicle mean+2SD. % tubulin-high responders, % at 10 µM. actives 0.83% (n = 200,000);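 active means plate Z-score above 3 for both tubulin-high and condensed-nucleus cell shares, with cell loss under 80%, at 10 µM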;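 further: anti alpha tubulin signal scored within the nucleus-defined area of each cell; some results filed as inactive read as strong as hits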
WT yeast gro inh mutant strain – further read-out of WT yeast gro inh, marked with its call; inhibition, %; mitochondrial fusion phenotypic screen, mutant strain inhibition
Dynein transport cytoplasmic EGFP – further read-out of Dynein transport, marked with its call; z-score; measured here: cytoplasmic GR-EGFP intensity; active compounds read high
Dynein transport nuclear GR-EGFP – second read-out of Dynein transport, no call of its own (marks repeat the call); z-score; measured here: nuclear GR-EGFP intensity;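 lower value marks the stronger effect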
Dynein transport cell count – recorded beside Dynein transport, whose call it bears; z-score; measured here: cell count per field
b-catenin transl cell count 5 µM – also measured in b-catenin transl; calls as there; cell count; measured here: cell count, cytotoxicity flag
T cell modulator vesicle-bound % – also measured in T cell modulator; calls as there; double positive events, %; measured here: CD8+ vesicle-bound cell fraction;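 binding gate set so that unloaded-vesicle control wells show 10% double positive cells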
MT stabilize HCS Hoechst-high % – also measured in MT stabilize HCS; calls as there; % Hoechst-high responders; measured here: nuclear condensation Hoechst responders;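 share of cells brighter than vehicle mean plus two SD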
MT stabilize HCS cytotoxicity % – also measured in MT stabilize HCS; calls as there; toxicity, %; measured here: cytotoxicity by cell density;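 0% = mean cell density of plate MIN control wells and 100% = no cells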
Autophagy mod cell loss 18 h – second read-out of Autophagy mod, no call of its own (marks repeat the call); toxicity, %; measured here: cell loss, nuclei count;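 cell loss after 18 h compound exposure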
Active calls of the source: *; i = inactive; . = not tested or not shown; + = active, no number.

SMILES	P. falciparum M1AAP	Autophagy mod	Autophagy mod cell loss 18 h	Dynein transport	Dynein transport cytoplasmic EGFP	Dynein transport nuclear GR-EGFP	Dynein transport cell count	P. falciparum M17LAP	b-catenin transl	b-catenin transl cell count 5 µM	WT yeast gro inh	WT yeast gro inh mutant strain	T cell modulator	T cell modulator vesicle-bound %	Yfh1-off respiration	MT stabilize HCS	MT stabilize HCS Hoechst-high %	MT stabilize HCS cytotoxicity %
CC1CCC(C(=O)NC(C(=O)NCc2cccnc2)C(C)C)CC1 (stereo unspecified)	6%	i	-9	-1.8	-0.16	-0.73	0.58	8%	.	.	9	6	i	47	i	2.3	1.8	2.7
O=C(O)c1ccc(-c2ccccc2)[nH]c1=O	4%	.	.	0.44	-0.24	0.67	-0.8	-9%	-0.5	1292	.	.	i	10	i	.	.	.
COC(=O)CCC(=O)Nc1ccc(S(=O)(=O)N2CCCCCC2)cc1	1%	i	-3	0.23	-0.26	0.61	0.82	10%	0.0	1076	-14	1	i	34	i	3.4	1.2	2.0
O=C1CCC(=O)N1c1ccc(-c2nc3sc4c(c3c(=O)o2)CCC4)cc1	0%	.	.	-0.69	-0.24	0.24	0.3	-2%	1.0	1310	.	.	i	25	i	.	.	.
O=S(=O)(Cc1ccccc1Cl)CC(O)COc1ccccc1Cl (stereo unspecified)	3%	i	-2	-0.73	-0.22	-0.5	0.11	-2%	-0.8	1011	4	8	i	59	i	2.4	2.1	3.2
CCCCNC(=O)c1ccc2c(c1)ncn2C1CCCC1	1%	i	-8	0.14	-0.18	-0.046	-0.62	4%	.	.	0	11	i	42	i	1.1	1.2	9.4
CCS(=O)(=O)c1nc(S(=O)(=O)c2ccc(C)cc2)c(NCCCN(C)C)s1	1%	i	25	0.89	-0.022	0.61	-0.32	7%	-1.7	1073	-2	3	i	48	i	3.0	1.7	2.3
CN(C(=O)Cn1cc(C(F)(F)F)ccc1=O)c1c(N)n(Cc2ccccc2)c(=O)[nH]c1=O	2%	.	.	-1.1	-0.23	-0.36	0.74	-1%	-0.3	1319	.	.	i	38	i	.	.	.
COc1ccc(NC(=S)Nc2cc(C)ccn2)c(OC)c1	5%	i	1	.	.	.	.	0%	-1.6	1201	3	-6	i	23	i	0.7	1.2	9.4
CNC(=O)c1ccc(NC(=O)c2cccc(C(F)(F)F)c2)cc1	1%	i	3	-0.13	0.089	-0.036	0.26	4%	-3.0	1147	-10	2	i	45	i	6.2	1.3	11
O=C(CSCc1ccc(Cl)cc1)Nc1ccc(S(=O)(=O)N2CCOCC2)cc1	2%	i	-8	0.25	-0.24	0.2	-0.2	-3%	-1.7	1149	11	14	i	28	i	4.0	2.0	3.3
O=C(COC(=O)c1ccccc1NC(=O)c1ccco1)NC1CCCCC1	-1%	i	3	0.97	-0.32	0.3	-0.049	-4%	-0.3	1121	5	-46	i	16	i	0.5	1.5	21
O=C(Nc1ccccc1Cl)c1cccs1	-1%	i	-15	-0.49	-0.22	-0.25	0.53	1%	-3.0	1004	-44	0	i	2	i	1.1	1.1	9.7
CCN1CCN(c2nc3c(c(=O)[nH]c(=O)n3C)n2CCSc2nc3ccccc3s2)CC1	2%	.	.	1.6	-0.16	0.82	-0.34	1%	-2.9	1152	10	5	i	20	i	3.8	1.6	7.1
Cc1ccc(C(=O)NCC2(c3ccccc3)CCCC2)cc1	2%	i	2	-0.29	-0.22	-0.28	0.15	-3%	-0.2	1368	14	-3	i	53	i	1.9	1.2	1.7

Profiles, looked up by structure:
CCN1CCN(c2nc3c(c(=O)[nH]c(=O)n3C)n2CCSc2nc3ccccc3s2)CC1 is listed with P. falciparum M1AAP: 2%; Autophagy mod: .; Autophagy mod cell loss 18 h: .; Dynein transport: 1.6; Dynein transport cytoplasmic EGFP: -0.16; Dynein transport nuclear GR-EGFP: 0.82; Dynein transport cell count: -0.34; P. falciparum M17LAP: 1%; b-catenin transl: -2.9; b-catenin transl cell count 5 µM: 1152; WT yeast gro inh: 10; WT yeast gro inh mutant strain: 5; T cell modulator: i; T cell modulator vesicle-bound %: 20; Yfh1-off respiration: i; MT stabilize HCS: 3.8; MT stabilize HCS Hoechst-high %: 1.6; MT stabilize HCS cytotoxicity %: 7.1
CCCCNC(=O)c1ccc2c(c1)ncn2C1CCCC1 is listed with P. falciparum M1AAP: 1%; Autophagy mod: i; Autophagy mod cell loss 18 h: -8; Dynein transport: 0.14; Dynein transport cytoplasmic EGFP: -0.18; Dynein transport nuclear GR-EGFP: -0.046; Dynein transport cell count: -0.62; P. falciparum M17LAP: 4%; b-catenin transl: .; b-catenin transl cell count 5 µM: .; WT yeast gro inh: 0; WT yeast gro inh mutant strain: 11; T cell modulator: i; T cell modulator vesicle-bound %: 42; Yfh1-off respiration: i; MT stabilize HCS: 1.1; MT stabilize HCS Hoechst-high %: 1.2; MT stabilize HCS cytotoxicity %: 9.4

The main list resumes, repeating the four entries before the break.
SMILES	P. falciparum M1AAP	Autophagy mod	Autophagy mod cell loss 18 h	Dynein transport	Dynein transport cytoplasmic EGFP	Dynein transport nuclear GR-EGFP	Dynein transport cell count	P. falciparum M17LAP	b-catenin transl	b-catenin transl cell count 5 µM	WT yeast gro inh	WT yeast gro inh mutant strain	T cell modulator	T cell modulator vesicle-bound %	Yfh1-off respiration	MT stabilize HCS	MT stabilize HCS Hoechst-high %	MT stabilize HCS cytotoxicity %
O=C(COC(=O)c1ccccc1NC(=O)c1ccco1)NC1CCCCC1	-1%	i	3	0.97	-0.32	0.3	-0.049	-4%	-0.3	1121	5	-46	i	16	i	0.5	1.5	21
O=C(Nc1ccccc1Cl)c1cccs1	-1%	i	-15	-0.49	-0.22	-0.25	0.53	1%	-3.0	1004	-44	0	i	2	i	1.1	1.1	9.7
CCN1CCN(c2nc3c(c(=O)[nH]c(=O)n3C)n2CCSc2nc3ccccc3s2)CC1	2%	.	.	1.6	-0.16	0.82	-0.34	1%	-2.9	1152	10	5	i	20	i	3.8	1.6	7.1
Cc1ccc(C(=O)NCC2(c3ccccc3)CCCC2)cc1	2%	i	2	-0.29	-0.22	-0.28	0.15	-3%	-0.2	1368	14	-3	i	53	i	1.9	1.2	1.7
Cc1nc(Oc2cccc(Cl)c2)c2oc3ccccc3c2n1	2%	i	-10	1.3	-0.077	1.3	-1.3	-2%	-1.6	1311	-8	-30	i	35	i	1.5	1.6	9.4
COc1ccc(C2CC(c3ccccc3)=NN2C(=O)CSc2ncccn2)cc1 (stereo unspecified)	1%	i	1	2.1	-0.078	0.96	-1.2	-2%	-0.9	918	-2	-4	i	40	i	3.4	2.1	5.8
CCOC(=O)N1CCN(C(=O)CSc2nnc(COc3ccccc3)o2)CC1	1%	.	.	-0.4	-0.24	0.015	0.24	13%	-0.2	1160	13	-5	i	41	i	6.2	2.4	6.7
Cc1cc(=O)[nH]c(N/N=C/c2cn(CCC#N)nc2-c2ccccc2)n1	2%	i	-7	0.23	-0.14	0.2	-0.071	-8%	-2.4	1113	10	-2	i	28	i	3.6	1.1	4.9
COc1ccccc1C(NC(=O)C1CCCCC1)c1c(O)ccc2ccccc12 (stereo unspecified)	-7%	i	-3	0.54	-0.23	0.57	-0.3	-7%	-2.5	1180	2	-11	i	46	i	3.9	2.0	12
CCCC(CCC(=O)Nc1ccc(C(=O)OCC)cc1)C(=O)O (stereo unspecified)	6%	i	-1	-1.1	-0.25	-0.39	0.96	19%	1.4	986	-7	-2	i	39	i	2.8	1.2	3.5
CCCCN(C(=O)CSc1cc(C)c2ccccc2n1)c1c(N)n(Cc2ccccc2)c(=O)[nH]c1=O	1%	i	17	0.32	-0.28	-0.12	-0.055	7%	-2.7	1088	4	-5	i	11	i	2.3	2.9	8.7
O=C(CSc1nc(O)cc(=O)n1-c1ccccc1)c1ccc(Br)cc1	14%	i	-14	0.17	0.02	0.52	-0.55	13%	4.2	912	2	12	i	23	i	5.9	2.2	4.9
Cc1ncc([N+](=O)[O-])n1Cc1cccc(F)c1	0%	i	0	-0.22	-0.23	-0.27	0.95	1%	1.2	1069	3	1	+	2.5*	i	3.3	0.8	4.4
CCOCC(=O)N1CCCC(C(=O)OCC)C1 (stereo unspecified)	5%	i	-1	-0.5	-0.23	0.017	0.22	0%	.	.	9	14	i	40	i	3.9	1.7	3.7
COc1ccc(S(=O)(=O)N2CCCCC2)cc1NC(=S)Nc1ccccc1	-3%	i	-21	-0.36	-0.18	0.12	0.7	-3%	1.1	1098	4	2	i	45	i	1.6	2.9	11
Cc1cccc(N2CCN(S(=O)(=O)c3ccc4c(c3)n(C)c(=O)c(=O)n4C)CC2C)c1 (stereo unspecified)	-1%	i	1	-0.87	-0.18	-0.37	0.89	4%	-1.1	1325	29	15	i	52	i	5.0	1.6	5.9
CCN(CC)S(=O)(=O)c1ccc(N2CCOCC2)c(NS(=O)(=O)c2ccc(C(C)C)cc2)c1	1%	i	24	2.7	-0.22	1.7	-2	4%	-3.6	594	9	-1	i	36	i	2.6	2.0	1.0
O=C(N/N=C\c1cc(Br)cs1)c1ccncc1	8%	.	.	-0.16	0.0047	0.27	0.14	5%	1.6	1359	.	.	i	23	i	.	.	.
